Screening data deposited in PubChem BioAssay by The Scripps Research Institute Molecular Screening Center.
FBW7 activator: human FBW7 E3 ligase activation, primary screen. Q969H0. AlphaScreen FBW7–phospho-cyclin E peptide binding, activator screen. normalized activity (activation), % at 26.1 µM. 650,000 tested, 0.13% active. AID 1259310; in the data active = normalized activity above about 1.9%;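 note: purified mutant Fbw7 with reduced substrate affinity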
Target sequence (Q969H0 whole entry, looked up): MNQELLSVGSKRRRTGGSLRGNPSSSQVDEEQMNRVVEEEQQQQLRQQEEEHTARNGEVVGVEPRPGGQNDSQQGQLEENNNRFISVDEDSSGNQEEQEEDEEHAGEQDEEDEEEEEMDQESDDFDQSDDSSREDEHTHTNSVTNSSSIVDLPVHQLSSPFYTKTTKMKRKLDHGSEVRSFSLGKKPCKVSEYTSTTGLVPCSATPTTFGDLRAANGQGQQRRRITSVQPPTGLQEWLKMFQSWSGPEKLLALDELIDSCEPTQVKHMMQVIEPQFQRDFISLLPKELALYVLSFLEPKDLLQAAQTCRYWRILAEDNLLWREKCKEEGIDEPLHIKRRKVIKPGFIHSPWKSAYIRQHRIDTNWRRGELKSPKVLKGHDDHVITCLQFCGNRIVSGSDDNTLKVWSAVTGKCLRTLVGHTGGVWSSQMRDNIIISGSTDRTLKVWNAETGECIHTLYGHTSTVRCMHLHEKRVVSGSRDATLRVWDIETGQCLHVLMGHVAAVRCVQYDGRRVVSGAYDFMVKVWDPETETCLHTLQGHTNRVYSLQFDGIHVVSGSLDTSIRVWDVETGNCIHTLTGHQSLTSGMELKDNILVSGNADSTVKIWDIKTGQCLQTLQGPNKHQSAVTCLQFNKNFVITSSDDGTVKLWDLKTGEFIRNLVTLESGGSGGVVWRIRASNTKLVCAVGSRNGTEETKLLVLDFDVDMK
MITF inh: inhibitors of human MITF; O75030; AlphaScreen MITF homodimerization, bead proximity signal; inhibition, % at 2.6 µM; 650,000 tested, 0.91% active; in the data active = inhibition above about 50%;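 note: 0% = vehicle wells with protein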
GPR151 activ: human GPR151 activation. 650,000 tested, 1% active. AID 1508602. Q8TDV0. PathHunter beta-arrestin GPR151 cells, luminescence. activation, % at 11.2 µM; in the data active = activation above about 4.9%;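 note: 0% = median of compound wells and 100% = cells with positive control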
Target sequence (Q8TDV0 whole entry, looked up): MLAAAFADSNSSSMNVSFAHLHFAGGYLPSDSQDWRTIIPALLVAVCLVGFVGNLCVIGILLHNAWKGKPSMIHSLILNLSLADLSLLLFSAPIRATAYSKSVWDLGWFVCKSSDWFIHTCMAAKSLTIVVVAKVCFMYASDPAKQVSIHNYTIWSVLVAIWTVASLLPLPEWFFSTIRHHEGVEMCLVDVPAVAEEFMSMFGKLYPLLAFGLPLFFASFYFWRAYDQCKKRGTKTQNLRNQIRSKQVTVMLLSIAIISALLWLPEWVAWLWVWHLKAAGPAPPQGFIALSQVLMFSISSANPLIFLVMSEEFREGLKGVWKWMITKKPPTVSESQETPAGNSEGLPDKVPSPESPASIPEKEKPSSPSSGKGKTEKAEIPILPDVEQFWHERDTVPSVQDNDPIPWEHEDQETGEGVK
TEAD-YAP inh: TEAD-YAP interaction inhibition | 640,000 tested, 1.4% active | inhibition, % at 9.12 µM | HEK-TIYL cells, TEAD-Gal4/YAP UAS-luciferase luminescence; in the data active = inhibition above about 32%;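 note: 0% = median of test compound wells and 100% = reference inhibitor wells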
An asterisk follows results filed as active.

Compound | TEAD-YAP inh | GPR151 activ | MITF inh | FBW7 activator
COc1cc(C(=O)Nc2cc(Cl)ccc2O)ccc1OC(C)=O | -23 | -1.7 | 14 | 0.7
CCOC(=O)C(C(C)=O)c1cc(NS(=O)(=O)c2ccc(C)cc2)c2ccccc2c1NS(=O)(=O)c1ccc(C)cc1 (stereo unspecified) | 2 | -0.6 | 3 | 0.0
Cc1ccc(-c2n[nH]c(=S)n2/N=C\c2ccncc2)cc1 | -2 | -1.0 | -7 | -0.1
COc1ccc(C(CNS(=O)(=O)c2ccc(F)c(C)c2)N2CCN(C)CC2)cc1 (stereo unspecified) | 4 | -2.0 | -9 | 0.1
CC(C)C[C@@H]1NC(=O)[C@@H]2C[C@H](NCc3cccc4ncccc34)CN2C1=O | 8 | 2.0 | -5 | 0.0
COc1ccc(-c2nnc(NC(=O)CSc3ccccc3)o2)c(OC)c1 | -1 | 1.9 | 4 | -0.9
Cc1ccc(-c2cc(C3CC3)nc(N)c2C#N)cc1 | -25 | -0.5 | 10 | -0.2
CCOc1ccc(NC(=O)CCN2CCN(S(=O)(=O)c3cccc([N+](=O)[O-])c3)CC2)cc1 | -4 | -0.3 | -5 | -0.1
O=C(COc1ccc([N+](=O)[O-])cc1Cl)NCCCN1CCCC1=O | -2 | 0.5 | -6 | 0.0
Nc1ccc(-c2nnn(CC(=O)Nc3ccc(F)c(Cl)c3)n2)cc1 | 6 | 1.7 | -4 | 0.9
COc1cc(NC(=O)C2CCC(CNc3c(N4CCCC4)c(=O)c3=O)CC2)cc(OC)c1 (stereo unspecified) | 4 | -0.1 | 6 | -0.1
O=C(NCc1csc(-c2cccs2)n1)c1csc(-c2ccccc2)n1 | -1 | -0.1 | -9 | -0.1
Cc1nn(-c2cccc(Cl)c2)c2c1C(c1ccccc1F)C(C#N)=C(N)O2 (stereo unspecified) | 3 | -1.2 | 13 | 0.5
O=S(=O)(NCC(c1ccsc1)N1CCc2ccccc2C1)c1ccccc1 (stereo unspecified) | -8 | -1.6 | 22 | 0.6
O=C1CN(Cc2ccccc2)C(=S)N1c1ccccc1F | -6 | 0.4 | 17 | 0.3
Cc1cc(N2CCN(C(=O)C(C)C)CC2)c(F)cc1[N+](=O)[O-] | 3 | -1.3 | -3 | 0.2
COc1ccc(C(=O)N/N=C\c2ccc(Br)s2)cc1 | -46 | 0.5 | -14 | -0.1
COc1ccc(OC)c(NC(=O)C2CC(=O)n3c(nc4ccccc43)N2)c1 (stereo unspecified) | -6 | -0.2 | -1 | -0.4
CC(=O)Nc1ccc(N/C=C2/CCCCC2=O)cc1 | -7 | 0.7 | 16 | -0.1
C=CCOc1ccc(Cl)cc1C(=O)O | -9 | 0.8 | -3 | 0.0
C1=C(c2ccccc2)Nc2ccccc2SC1c1ccc2c(c1)OCO2 (stereo unspecified) | -36 | -0.7 | 15 | -0.1
O=[N+]([O-])c1ccc(Cl)cc1N1CCCCC1 | 8 | 0.2 | 1 | 0.5
Cc1ccc(-c2cn3cccnc3n2)cc1NC(=O)c1ccccc1Br | 3 | -0.2 | 3 | 0.0
COc1ccccc1-n1c(/C=C2\C(=O)N(C)c3ccc(Br)cc32)nc2ccccc2c1=O | 4 | -0.8 | 10 | -0.4
CC(=O)c1cccc(-c2cccc(C(=O)NCCN3CCOCC3)c2)c1 | -4 | -0.2 | -2 | 0.0
O=C(/C=C/c1ccc([N+](=O)[O-])cc1)Nc1nnc(C2=COCCO2)o1 | 1 | -0.4 | -14 | -0.1
Cc1ccc(C(=O)N/C(=C\c2cccs2)C(=O)NCCN2CCOCC2)cc1 | 7 | 0.9 | 20 | 0.2
CCOC(=O)CNc1c(-c2ccc(O)cc2)nc2cnccn12 | -6 | 0.6 | -3 | 0.2
COc1ccc(N(CC(=O)Nc2cccc(SC)c2)S(C)(=O)=O)cc1Cl | 5 | -1.6 | -21 | 0.6
O=C(NCCN1CCOCC1)c1ccc(CS(=O)c2ccc(Br)cc2)o1 (stereo unspecified) | 5 | 0.1 | 2 | 0.1
C=CCn1c(CC(=O)OC)csc1=Nc1ccc(C(C)=O)cc1 | -46 | -1.2 | 3 | -0.1
CCOc1ccc(NC(=S)N2CCn3cccc3C2c2ccc(F)cc2)cc1 (stereo unspecified) | -2 | -0.3 | 12 | 0.0
Cc1cc(C)cc(Oc2coc3cc(OCc4ccc(F)cc4)ccc3c2=O)c1 | -9 | -0.9 | 2 | -0.2
O=C(NNC1=C(Cl)C(=O)C(Cl)(Cl)C1(Cl)Cl)c1ccccc1 | 10 | 0.5 | 3 | -0.1
COc1cccc(/C=N/Nc2nnc(C)n2N)c1OCc1ccccc1Cl | 2 | 0.0 | 9 | -0.1
CC1CCCCN1CCNC(=O)c1ccc2c(=O)n(Cc3ccc(Cl)cc3)c(=S)[nH]c2c1 (stereo unspecified) | -9 | -1.0 | 2 | -0.1
CC1(C)CC(=O)c2c(oc3c2cc(NS(=O)(=O)c2ccc(F)cc2)c2ccccc23)C1 | 10 | -0.7 | 11 | 0.2
NCC(=O)NCC(=O)OCc1ccccc1 | 6 | 7.5* | -3 | 0.1
O=C1CCC(C(=O)NCc2nnc3n2CCN(Cc2c(F)ccc(F)c2F)CC3)N1 (stereo unspecified) | -19 | 1.1 | -25 | 0.2
COc1ccc(C2C3=C(CC(C)(C)CC3=O)Nc3ccccc3N2C(=S)Nc2ccccc2)cc1OC (stereo unspecified) | 4 | -1.8 | 15 | 0.1

One compound at a time (already shown). Order of screens: TEAD-YAP inh, GPR151 activ, MITF inh, FBW7 activator
C=CCn1c(CC(=O)OC)csc1=Nc1ccc(C(C)=O)cc1 reads -46, -1.2, 3, -0.1
CCOc1ccc(NC(=S)N2CCn3cccc3C2c2ccc(F)cc2)cc1 (stereo unspecified) reads -2, -0.3, 12, 0.0
COc1ccc(C2C3=C(CC(C)(C)CC3=O)Nc3ccccc3N2C(=S)Nc2ccccc2)cc1OC (stereo unspecified) reads 4, -1.8, 15, 0.1
COc1ccc(N(CC(=O)Nc2cccc(SC)c2)S(C)(=O)=O)cc1Cl reads 5, -1.6, -21, 0.6
CC1CCCCN1CCNC(=O)c1ccc2c(=O)n(Cc3ccc(Cl)cc3)c(=S)[nH]c2c1 (stereo unspecified) reads -9, -1.0, 2, -0.1

New compounds follow:
Compound | TEAD-YAP inh | GPR151 activ | MITF inh | FBW7 activator
COc1cccc(NC(=O)c2ccccc2N(C)C(=O)CCC(=O)Nc2cccnc2)c1 | -19 | 0.1 | 3 | 0.4
COC(=O)c1sc(S(=O)(=O)NC(Cc2ccccc2)C(=O)O)c(C(=O)OC)c1C (stereo unspecified) | 6 | 0.7 | 8 | -0.1
Cc1cc(NCc2cccc(C(F)(F)F)c2)nc(-c2ccc(C(=O)N3CCN(C)CC3)cc2)n1 | 0 | 1.3 | 1 | 0.0
Cc1nc(-c2ccccc2)nc2nc(-c3ccccc3)nc(C)c12 | -1 | -0.9 | 11 | 0.3
CCC1CCCCN1C(=O)c1cc2c(=O)n3cccc(C)c3nc2n1C (stereo unspecified) | 0 | -0.1 | -3 | 0.3
CCOC(=O)C1CCCN(Cc2ccc(Br)s2)C1 (stereo unspecified) | 13 | 0.6 | 7 | 0.1
CCCN1CCN(C(=O)/C=C/C(=O)O)CC1 | 10 | -0.7 | 4 | 0.0
COc1cc(C2C(C(=O)c3ccco3)=C(O)C(=O)N2c2cc(C)on2)cc(OC)c1OC (stereo unspecified) | 2 | -1.5 | 11 | 0.3
CCOC(=O)CSC1=C(C#N)C(c2ccccc2F)CC(=O)N1 (stereo unspecified) | 48* | 1.4 | 14 | 0.1
COC(=O)c1cccc(-n2cc(NC(=O)Cc3cccc(C)c3)cn2)c1 | 10 | 1.5 | 11 | 0.1
Cc1cc(C)c(CSc2nc(C)cc(=O)[nH]2)c(C)c1 | -10 | 0.2 | 7 | -0.2
Cc1occc1C(=O)N1CCC(C)CC1 | 5 | -1.4 | -5 | 0.0
COc1cc(/C=N/NC(=O)c2cccc(N/N=C/c3ccc(O)c(OC)c3)c2)ccc1O | -15 | 3.2 | 14 | 0.3
COc1cccc([C@@H]2C[C@H](C(=O)N3CCC(C(N)=O)CC3)N(C)S(=O)(=O)N2)c1 | -5 | -0.2 | -4 | -0.1
CN(C)C(CNC(=S)Nc1cccc(F)c1)c1cccnc1 (stereo unspecified) | -2 | -1.0 | 10 | 0.6
Cc1cc(=O)oc(C)c1C(=O)NCCC(C)C | -1 | 0.1 | 4 | -0.1
Nc1[nH]n(-c2ccccc2)c(=O)c1N=Nc1cc2c(cc1[N+](=O)[O-])OCCO2 | 6 | 0.1 | -1 | 0.0
Cn1c(=O)c2c(ncn2CC(=O)NNC(=O)C2COc3ccccc3O2)n(C)c1=O (stereo unspecified) | 4 | 2.8 | 5 | 0.2
CSc1ccccc1N=Cc1cc([N+](=O)[O-])ccc1O | -2 | -0.8 | 14 | 0.0
CCOC(=O)N1CCC(NCc2ccc(Cl)cc2)CC1 | 1 | 0.5 | 9 | 0.2
CCC1=NN2C(=N)/C(=C/c3cc(I)c(OCc4ccccc4C#N)c(OC)c3)C(=O)N=C2S1 | -1 | 1.5 | -4 | -0.2
COc1ccc(C2c3cccn3CCN2C(=S)Nc2cccc(Br)c2)cc1 (stereo unspecified) | -69 | -0.2 | 9 | 0.0
CCC(=O)C1(Sc2nc3ccccc3[nH]2)CC(C)(C)OC1=O (stereo unspecified) | 0 | -0.7 | 12 | -0.2
c1ccc2cc(Nc3ncnc4[nH]ncc34)ccc2c1 | -55 | -3.6 | 16 | 0.2
COc1ccccc1OCC(=O)NCCNC(=O)COc1ccccc1OC | 12 | 0.2 | 0 | -0.1
CCn1cc(CN2CCCC(CNC(=O)C3(c4ccc(Cl)cc4)CC3)C2)cn1 (stereo unspecified) | 0 | 0.0 | -6 | 0.0
COc1ccccc1C(=O)Nc1ccc(-c2cc3ccccc3oc2=O)cc1 | 6 | -1.3 | 5 | 0.2
CCC1CN(CCNC(=O)c2cc3ccccc3oc2=O)Cc2cc(OC)ccc2O1 (stereo unspecified) | 4 | -0.2 | 6 | 0.1
Cc1cccc(CN[C@H]2C[C@H]3C(=O)N[C@H](Cc4ccc(O)cc4)C(=O)N3C2)c1 | -14 | 0.2 | 2 | 1.0
COC(=O)c1ccc(-c2ccc(/C=C(\C#N)c3nc(N)c(C#N)c(N)c3C#N)o2)cc1 | 12 | 0.1 | 18 | 4.7*
Cc1cccc(NC(=O)c2csc(Br)n2)c1N1CCC2(CC1)OCCO2 | -11 | -0.3 | 0 | -0.2
CC(C)CNC(=O)c1c(C(F)(F)F)nc2ccccn12 | 9 | 0.9 | -7 | -0.4
COc1ccccc1OCCC(=O)OCC(=O)Nc1ccc(F)c(F)c1 | -9 | -0.8 | -2 | 0.1
COc1ccc(/C=C(/NC(=O)c2ccccc2Cl)C(=O)NCCCO)cc1 | -2 | -0.2 | 16 | 0.5
Cc1ccccc1OCCOc1ccc(/C=C2/C(=N)N3N=C(c4ccccc4C)SC3=NC2=O)cc1 | 9 | -0.6 | 0 | 0.1
COCCn1nnnc1C(c1ccc(O)c(OC)c1)N1CCc2ccccc2C1 (stereo unspecified) | 3 | 0.3 | 3 | 0.1
Cc1cncc2c(S(=O)(=O)N3CC[C@H](NC(=O)[C@@H](N)Cc4ccccc4)C3)cccc12 | 1 | 2.5 | 22 | -0.3
OCCC1CN(Cc2cccn2-c2ncccn2)CCN1CCc1ccccc1 (stereo unspecified) | -8 | -1.4 | -2 | -0.2
CC(C)NS(=O)(=O)c1ccc(Cl)c([N+](=O)[O-])c1 | 10 | -1.3 | 15 | 0.0
CCN1CCCC1CNC(=O)Cn1ncc2c(C)n(Cc3ccccc3F)c(C)c2c1=O (stereo unspecified) | 10 | -1.4 | 5 | 0.0
Cc1ccccc1NC(=O)C1CC(=O)OC12CCCCC2 (stereo unspecified) | -22 | 2.0 | -4 | -0.1
O=C1c2ccccc2C(=O)N1CNc1ccc(I)cc1 | -3 | 1.0 | 5 | -0.1
O=C(COc1ccc(Br)cc1)OCc1ccccc1 | -4 | -1.5 | 7 | 1.9*
Cc1ccc(NC(=O)c2cc3c(CO)cnc(C)c3oc2=Nc2ccccc2)cc1 | -4 | 1.1 | -8 | -0.1
CSC1=C(C#N)C(c2ccc(Cl)cc2)CC(=O)N1 (stereo unspecified) | 2 | 1.0 | 10 | -0.1
Cc1ccc(-c2c[n+](=O)c3c(n2[O-])CCC3)cc1 | 6 | -0.1 | -5 | 0.1
Cc1ccc(S(=O)(=O)NCCCCCC(=O)C[N+](=O)[O-])cc1 | 4 | -1.0 | 26 | 0.9
COC(=O)COc1ccc(C2Nc3c(Cl)ccc(C(=O)O)c3C3C=CCC32)cc1 (stereo unspecified) | -4 | 2.1 | 15 | 0.0
CCOc1ccccc1C1C(C#N)=C(SCC(=O)Nc2nccs2)NC(C)=C1C(=O)Nc1ccccc1 (stereo unspecified) | -14 | 1.1 | 4 | -0.1
O=C(NC(=S)NCCN1CCOCC1)c1ccccc1Br | -6 | -1.3 | 2 | 0.0
O=C(c1ccc(F)cc1)N1CCN(Cc2ccccc2[N+](=O)[O-])CC1 | 5 | 2.5 | 55* | 0.1
CN(C)c1ccc(C(=O)N2CCc3ccccc3C2)cc1 | -45 | 2.3 | 2 | -0.1
O=C(Nc1ccc(-c2nc3ccccc3o2)c(O)c1)c1cccc(I)c1 | -1 | 1.6 | -4 | 0.0
O=C1C(=O)N(c2nc3ccccc3s2)C(c2cccc(F)c2)/C1=C(\O)c1ccccc1 (stereo unspecified) | 3 | -0.1 | 14 | 0.0
CC(C)(C)Nc1nc(N2CCCCC2)nc(N2CCOCC2)n1 | 2 | -0.2 | -2 | -0.1
S=C(NCCc1ccncc1)Nc1ccccc1 | 10 | 1.0 | 14 | 0.1
